Screens deposited in PubChem by The Scripps Research Institute Molecular Screening Center.
TTR transcr act – increases transthyretin transcription | SH-SY5Y TTR promoter Gaussia luciferase, luminescence; 100% = recombinant luciferase protein wells | activation, % at 16.7 µM | 1.3% of 92,000 active | AID 1117267;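 active = activation above the mean of all tested compounds plus 3 SD, cut at about 9.5% in these data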;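 also: cells exposed to compounds for one day before reading; 0% = median of all test compound wells on the plate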
* = called active by the depositor.

SMILES	TTR transcr act
CCc1cccc2c1NC(=O)C2=O	1.8
Cc1ccc2nc(-c3ccc(NC(=O)COC(=O)c4ccc(Br)o4)cc3)sc2c1	-0.9
COC(=O)c1cc(NC(=O)CC2SCCNC2=O)cc(C(=O)OC)c1 (configuration not stated)	-2.2
CCOC(=O)N/N=C/c1ccc(OCCSc2ccc(Cl)cc2)c(OCC)c1	0.8
CCc1nn(C(C)C(=O)N2CCN(c3ccccc3)CC2)c(=O)c2cc3occc3n12 (configuration not stated)	0.8
O=S1(=O)CCN(C2CCCCCCCCCCC2)CC1	-2.7
Cc1cc(C(=O)COC(=O)c2n[nH]c3ccccc23)c(C)n1C	2.7
CCN(Cc1nc2ccccc2c(=O)[nH]1)C(=O)c1cccc(NC(=O)c2cccs2)c1	-0.7
CCN(CCO)Cc1cc(=O)oc2cc3c(cc12)CCC3	2.2
CC(C)CC1C(=O)N(Cc2cn(CCC3OCCCO3)nn2)CCS(=O)(=O)N1Cc1ccc(-c2ccc(Cl)c(Cl)c2)cc1 (configuration not stated)	-2.0
C=CCOC(=O)C1=C(C)NC(SCC(=O)NC(=O)OCC)=C(C#N)C1c1cccnc1 (configuration not stated)	-0.1
CCOc1ccccc1N1C(=O)CN(Cc2ccc(OC)c(OC)c2)C1=S	1.9
COc1ccc(CNC(=S)NCc2ccc(Cl)cc2)cc1OC	-2.6
COc1ccc(NC(=O)COC(C)=O)cc1Cl	-0.4
Cc1ccc(S(=O)(=O)N(NC2=NS(=O)(=O)c3ccccc32)C(=O)c2ccccc2)cc1	3.2
CC(c1ccccc1)n1c(N2CCNCC2)nc2c1c(=O)[nH]c(=O)n2C (configuration not stated)	0.2
Cn1c(=O)oc2cc(S(=O)(=O)N3CCN(c4cccc(Cl)c4)CC3)ccc21	-0.8
O=C1CC(c2ccccc2)Cc2nc3nc(C(F)(F)F)nn3cc21 (configuration not stated)	-0.6
CC1OC(Nc2ccc(N=Nc3ccccc3)cc2)C(O)C(O)C1O (configuration not stated)	1.5
COCCCNC(=O)c1c(NC(=O)c2cccs2)sc2c1CCCC2	0.3
COC(c1ccccc1)c1nnc(CCC(=O)NCCC(C)C)o1 (configuration not stated)	0.3
CCCCn1cc([N+](=O)[O-])nc1C	-0.1
CCn1c(=O)c(=O)n(CC)c2cc(S(=O)(=O)Nc3cc(C)ccc3C)ccc21	0.9
Cc1ccc2nc(-c3ccc(NC(=S)NC(=O)C(C)C)cc3)sc2c1	3.2
CCOC(=O)c1sc(NC(=O)Cc2ccc(C)cc2)nc1C	5.0
CC1CCN(S(=O)(=O)c2ccc(C(C)C)cc2)CC1	4.4
C[C@H]1[C@@H](NC(=O)C2CCC2)CC[C@@]23CCCN2C(=O)CCC[C@@H]13	2.2
O=C(CCn1nnc(-c2cccs2)n1)NC1CCCCC1	2.0
O=C(CN1CCN(Cc2ccccc2Cl)CC1)N/N=C/C=C/c1ccco1	0.1
COc1ccc(/C=C/C(=O)Oc2cccc(/C=N/NC(=O)c3cccc(F)c3)c2)cc1	-0.9
CCc1cc2cc(C)cc(C)c2nc1SCC(=O)N1CCN(C(=O)c2ccco2)CC1	6.9
Cc1ccccc1C(=O)c1cccn1CC(=O)NC(C)CCc1ccccc1 (configuration not stated)	1.4
NC(=O)CSc1nnc(-c2cccc(S(=O)(=O)N3CCOCC3)c2)n1C1CCCCCC1	-0.4
O=c1oc(/C=C/c2ccccc2)nc2ccccc12	-3.3
COC(=O)C[C@H]1CC[C@H](NS(=O)(=O)c2cn(C)cn2)[C@@H](CO)O1	1.7
CC(=O)c1ccc(-c2nnc(CCC(=O)N(C)Cc3cccc4cnccc34)o2)s1	-0.6
CCN1CCN(c2ccc(S(=O)(=O)N3CCCCC3)cc2NC(=O)/C=C/c2cc(OC)ccc2OC)CC1	-1.1
O=C(CSc1ccccc1)Nc1cccc(S(=O)(=O)N2CCCC2)c1	0.9
O=C(NCC1CC1)c1cc(-c2ccccc2)nn1CC1CC(c2cccc([N+](=O)[O-])c2)=NO1 (configuration not stated)	-1.5
CCC/C(=N\NC(=O)C1CC1)c1ccc(Br)cc1	-2.0
CC(C)Cn1c(N)c(C(=O)COC(=O)c2c(F)cccc2F)c(=O)n(C)c1=O	1.1
Cc1ccc(S(=O)(=O)Nc2ccc3c(c2)C(=O)N([C@H](C)CO)C[C@H](C)[C@@H](CN(C)C(=O)NC2CCCCC2)OCCCC[C@@H](C)O3)cc1	-2.4
Cc1ccccc1S(=O)(=O)NNC(=O)C(=O)NNc1ccccn1	1.9
CCOC(=O)CNC(=O)CSc1nnc(-c2c[nH]c3ccccc23)n1CC	0.4
O=C(COC(=O)CC12CC3CC(CC(C3)C1)C2)Nc1ncc(Cl)cc1Cl	2.8
O=C(c1[nH]c(C(F)(F)F)nc1-c1ccccc1)N1CCc2c([nH]c3ccccc23)C1	5.9
COc1ccc(NC(=O)N(C)C[C@H]2Oc3c(NC(=O)C4CC4)cccc3C(=O)N([C@H](C)CO)C[C@@H]2C)cc1	5.5
CC(C)c1ccc(CNC(=O)C(=O)Nc2nccs2)cc1	9.4
NC(=O)c1nnn(-c2ccc([N+](=O)[O-])cc2)c1-c1ccccc1	-0.6
CCOC(=O)C1CCCN(C2CCN(Cc3nc(-c4ccccc4)no3)CC2)C1 (configuration not stated)	0.2
More compounds follow:
SMILES	TTR transcr act
NC(=S)Nc1ccc(Cl)cc1Cl	-1.1
CCCCN(C(=O)c1cccc(S(=O)(=O)N2CCN(Cc3ccccc3)CC2)c1)c1ccccc1	27*
O=C(Nc1cc(C(F)(F)F)ccc1Cl)c1cccnc1	5.5
CCOC(=O)C1=CN(Cc2cccc(Br)c2)S(=O)(=O)N(C)C1C (configuration not stated)	1.3
CN(C)S(=O)(=O)c1cccc(NC(=O)COC(=O)c2cccnc2Cl)c1	0.8
C[C@H]1[C@@H](NCC2CCCCC2)CC[C@@]23CCCN2C(=O)CCC[C@@H]13	1.6
Cc1c(C2C(C#N)=C(N)N(c3ccccc3C#N)C3=C2C(=O)CCC3)cnn1C (configuration not stated)	6.0
COc1cc(/C=c2\sc3nc(=O)c(-c4ccccc4)nn3c2=O)ccc1OCCC(C)C	2.7
COc1cc(C(=O)c2ccccc2)c([N+](=O)[O-])cc1OC	-2.1
C#CCSc1nnc(-c2ccc(C)cc2)o1	-1.5
O=C(O)CN=C1NC2(CCCCC2)Cc2ccccc21	-0.1
Cc1cc(C(=O)NCC(=O)OCC(=O)NCCc2ccccc2)ccc1[N+](=O)[O-]	0.7
CCn1ncc(CNC(=O)C2(C)CC2(Br)Br)c1C (configuration not stated)	-0.6
C#CCOCCOCCOCCNc1nc(N2CCN(C(=O)[C@H]([C@@H](C)CC)n3cc(CCCCN)nn3)CC2)nc(N2CCN(C(=O)[C@H](Cc3ccc(O)cc3)n3cc(CCO)nn3)CC2)n1	0.8
CC(C)OP(=O)(OC(C)C)C(Nc1ccc([N+](=O)[O-])cc1)c1cccc([N+](=O)[O-])c1 (configuration not stated)	1.5
CCC(C)c1ccc(C2C3=C(Nc4nc(N)[nH]c(=O)c42)c2ccccc2C3=O)cc1 (configuration not stated)	-4.9
O=C(CCCCCNC(=O)c1ccccc1)N/N=C/c1ccco1	-1.0
O=C(CN1CCN(C(c2ccccc2)c2ccccc2)CC1)N1CCN(c2ccccc2)CC1	-4.3
CC(C)N(C(=O)[C@H]1CC(CC(=O)NCCCn2ccnc2)C(=O)N2CCc3c([nH]c4ccccc34)[C@]12C)C(C)C (some centres not stated)	0.3
Nc1cc(N)nc(SCC(=O)Nc2ccc(Br)cc2Cl)n1	2.7

Arranged by number of heavy atoms (highest first): 13 of the compounds above.
SMILES	TTR transcr act
C#CCOCCOCCOCCNc1nc(N2CCN(C(=O)[C@H]([C@@H](C)CC)n3cc(CCCCN)nn3)CC2)nc(N2CCN(C(=O)[C@H](Cc3ccc(O)cc3)n3cc(CCO)nn3)CC2)n1	0.8
CC(C)N(C(=O)[C@H]1CC(CC(=O)NCCCn2ccnc2)C(=O)N2CCc3c([nH]c4ccccc34)[C@]12C)C(C)C (some centres not stated)	0.3
O=C(CN1CCN(C(c2ccccc2)c2ccccc2)CC1)N1CCN(c2ccccc2)CC1	-4.3
COc1cc(/C=c2\sc3nc(=O)c(-c4ccccc4)nn3c2=O)ccc1OCCC(C)C	2.7
CC(C)OP(=O)(OC(C)C)C(Nc1ccc([N+](=O)[O-])cc1)c1cccc([N+](=O)[O-])c1 (configuration not stated)	1.5
Cc1c(C2C(C#N)=C(N)N(c3ccccc3C#N)C3=C2C(=O)CCC3)cnn1C (configuration not stated)	6.0
CN(C)S(=O)(=O)c1cccc(NC(=O)COC(=O)c2cccnc2Cl)c1	0.8
C[C@H]1[C@@H](NCC2CCCCC2)CC[C@@]23CCCN2C(=O)CCC[C@@H]13	1.6
CCOC(=O)C1=CN(Cc2cccc(Br)c2)S(=O)(=O)N(C)C1C (configuration not stated)	1.3
COc1cc(C(=O)c2ccccc2)c([N+](=O)[O-])cc1OC	-2.1
O=C(O)CN=C1NC2(CCCCC2)Cc2ccccc21	-0.1
CCn1ncc(CNC(=O)C2(C)CC2(Br)Br)c1C (configuration not stated)	-0.6
C#CCSc1nnc(-c2ccc(C)cc2)o1	-1.5

Additional structures.
SMILES	TTR transcr act
Cc1ccc(C)c(C(=O)COC(=O)Cn2[nH]c(=O)c3ccccc3c2=O)c1	4.6
COc1ccc(OC)c(NC(=O)c2ccc(Cl)cc2)c1	-0.6
CC(C)N1CCC(C)(C(=O)Nc2ccc(-n3cccc3)cc2)C1 (configuration not stated)	0.3
C#CCn1c(-c2cccs2)nc2ccccc21	2.0
O=C(NC1CCCC1)C(c1ccccc1)N(C(=O)c1csnn1)c1ccccc1F (configuration not stated)	2.7
CCOc1ccc(N(CC)S(=O)(=O)c2ccc3c(c2)n(C)c(=O)c(=O)n3C)cc1	0.3
CCOC(=O)N1CCN(C2CC(=O)N(c3ccc(C)cc3)C2=O)CC1 (configuration not stated)	2.5
CCCCCCn1c(=O)c(Cc2ccccc2)c(O)c2ccccc21	-1.3
COc1ccc(NC(=O)COc2cccc(C(F)(F)F)c2)cn1	0.1
O=S(=O)(NCCN1CCOCC1)c1cccs1	-0.5
COc1ccc(/C=N/Nc2nc3ccccc3o2)cc1OC	-5.5
CC1CC(C)CN(C(=O)c2cccc(NC(=O)CC3SC(N4CCCCC4)=NC3=O)c2)C1 (configuration not stated)	4.2
NC(=O)[C@@H]1CC2(CC(c3cccc(NC(=O)[C@H]4CCC(=O)N4)c3)=NO2)CN1C(=O)c1ccc(Cl)cc1 (some centres not stated)	4.2
COc1ccc(OC)c(N=C(N)N=C(N)N)c1	-0.6
CC(C)Cc1ccc(CN2CCCC(NC(=O)CCn3cnnn3)C2)cc1 (configuration not stated)	-1.8
CNS(=O)(=O)c1cccc(C(=O)NCC(c2cccs2)N2CCOCC2)c1 (configuration not stated)	-1.2
CCOC(=O)c1sc2nc(C)nc(SCC(N)=O)c2c1C	2.0
COc1cc(SC)ccc1C(=O)NCCN1CCOCC1	1.1
Cc1cc(C)cc(NC(=O)c2cccc(NC(=O)c3ccco3)c2)c1	4.0
COc1ccc(C(C)(C)C)cc1NC(=O)COC(=O)c1ccc([N+](=O)[O-])o1	0.8
O=C(OCC#CCSc1nnc(-c2cccc3ccccc23)o1)c1cnc[nH]1	-3.6
CCn1c(SCC(=O)Nc2ccc(N(C)C)cc2)nnc1C1CC1	5.5
CC1(C(=O)O)CCC(C(=O)Nc2ccccc2)C1(C)C (configuration not stated)	-0.6
CC(C)c1cccc(C(C)C)c1NC(=O)CNCc1ccccc1F	-0.2
Cc1cccc(OCC(=O)Nc2ccc3oc(=O)ccc3c2)c1C	-0.8
Cc1[nH]c2ccccc2c1C(=O)COC(=O)Cn1c(C)nc2ccccc21	-0.2
COCCNC(=O)c1cc2c(Br)ccc(Br)c2nc1N	-1.9
Cc1ccc(C)c(C(=O)CCC(=O)NNC(=O)c2cccs2)c1	-0.5
O=C(/C(C=Nc1cc2c(oc1=O)CCCC2=O)=C(\O)c1ccccc1)c1ccccc1	0.4
CC(Oc1ccc(Cl)cc1Cl)C(=O)OCn1nnc2ccccc2c1=O (configuration not stated)	-0.8
CCCCC(=O)NC1=C(C(=O)OC)SCC1	0.0
COc1cccc(OCc2cc(/C=N/Nc3ccc(C(=O)O)cc3)ccc2OC)c1	-2.2
Cc1ccc(-c2cc(Cc3ccccc3)c(=O)[nH]n2)cc1	-2.9
Cc1cc(=O)oc2cc(OCC(=O)N3CC[C@@]4(O)CCCC[C@H]4C3)c(Cl)cc12	0.1
Clc1ccc(N2CCN(/N=C/c3ccncc3)CC2)cc1	-3.2
CCOC(=O)Cc1cc(=O)n2[nH]c(C)c(-c3ccccc3OC)c2n1	-0.9
O=C(O)C(F)=C1c2ccccc2-c2ccccc21	5.5
CCCCCCCCSc1n[nH]c(N)n1	2.7
COC(=O)[C@]1(C)N[C@H](c2ccc(-c3ccccc3)cc2)[C@@H]2C(=O)N(C)C(=O)[C@@H]21	-1.6
CCOC(=O)C1=CC[C@@H](c2cc3ccc(OC)cc3n2C)N(S(=O)(=O)c2ccc(C)cc2)[C@H]1C(=O)OCC	6.5
Cc1cccc(C(=O)Nc2cccc(C(=O)N3CCOCC3)c2)c1	-0.9
O=C(C1CCCCC1)N1C[C@H](n2cc(-c3ccc(F)cc3)nn2)[C@@H](O)C[C@@H]1c1ccccc1	13*
ClCC(CNCc1ccccc1)c1ccccc1 (configuration not stated)	2.6
CC(=O)C1=C(O)CCC1=NCCc1ccccc1	-1.2
CC(C)(C)OC(=O)C[C@@H]1C/C=C\C[C@H](CC(=O)NCCO)C(=O)N[C@@H](c2ccccc2)COC1=O	-0.3
O=C(Nc1ccc(F)cc1F)c1ccc(S(=O)(=O)NCc2ccco2)cc1	-0.5
CN(Cc1ccccc1F)C(=O)c1ccc(NC(=O)CC2SC(N3CCCCC3)=NC2=O)cc1 (configuration not stated)	1.1
CCC(Sc1nncn1C)C(=O)Nc1ccccc1OC (configuration not stated)	2.2
CCc1n[nH]c(=S)n1/N=C/c1cccc2ccccc12	0.3
Cc1ccc(CNC(=O)c2ccc(N3CCC4(CC3)CC(c3cccc(Br)c3)=NO4)c(NC(=O)c3ccc(Br)cc3)c2)cc1	0.8
O=C(CN1CCN(c2cccc(Cl)c2)CC1)Nc1ccc(S(=O)(=O)N2CCOCC2)cc1	-1.2
Cc1oc(-c2ccccc2Cl)nc1CN1CCCCC1CO (configuration not stated)	1.9

An excerpt (hit frequency here may not be typical).
